E-sel inducer – E-selectin induction in HUVECs, primary screen, imaging, HUVEC, immunofluorescence imaging, single point | P16581 | normalized: neutral wells 0, TNF-alpha wells 100 | activation, % at 7.58 µM | 0.37% of 260,000 active;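 active = mean E-selectin-positive cell signal at least 10% of the positive control, reached in at least 60% of replicates, without over 20% cell loss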;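 also: in these data hits start at about 27%; measured in HUVEC primary endothelial cells; signal is the percent of cells scored E-selectin positive by PE staining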
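material = human umbilical vein endothelial cells (HUVEC), E-selectin induction | quantity = 3,000 cells/well | medium = EGM-2 growth medium on 0.1% gelatin-coated wells | technique = immunofluorescence imaging | read-out basis = % PE-positive cells | control set = TNF-alpha positive control, DMSO neutral control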
RAD52 anneal inh – RAD52 DNA annealing inhibitors, primary screen, biochemical, FRET, single point, set 2 | DNA repair protein RAD52 homolog (Homo sapiens), P43351 | recombinant RAD52 DNA annealing, FRET fluorescence | inhibition, % at 18.7 µM | 0.46% of 360,000 active;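 active = every replicate showing at least 50% inhibition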
esBAF inh – Bmi1 luciferase reporter increase in mESCs, primary screen, esBAF inhibitor project, mouse ES cells, Bmi1 luciferase knock-in, single point | reporter increase, % at 12.5 µM | 2% of 350,000 active | 24 h; 100% = twice the neutral-well signal; in the data active = activation above about 40%;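 also: 0% = median of the plate's neutral control wells and 100% = double that signal; a rise in the Bmi1 reporter signal indicates esBAF inhibition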
ERp5 inh – inhibitors of ERp5-driven insulin aggregation, primary screen, biochemical, turbidity, absorbance 650 nm, single point; Protein disulfide-isomerase A6 (Homo sapiens), Q15084; inhibition, % at 9.99 µM; 90 min; 0.05% of 350,000 active;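 active = mean replicate inhibition above about 25%, with every replicate also reaching it, limit read from the data, passing the limit was not always enough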
ARNT-TACC3 inh – disruptors of ARNT/TACC3 protein interaction, primary screen, biochemical, AlphaScreen, single concentration; Transforming acidic coiled-coil-containing protein 3 (Homo sapiens), Q9Y6A5; AlphaScreen His-ARNT PAS-B/GST-TACC3 binding, luminescence; TACC3 fragment carries E629A point mutation; inhibition, % at 9.99 µM; 0.66% of 390,000 active; AID 623870, 2012;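 active = mean inhibition of replicates at least 50% and at least half of replicates each reaching 50%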;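 also: 0% = complete ARNT plus TACC3 wells and 100% = ARNT alone without TACC3; many hits fall short of the cut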
PglD inh – C. jejuni PglD acetyltransferase inhibitors, primary screen, biochemical, DTNB colorimetric, single point | inhibition, % at 12.5 µM | UDP-N-acetylbacillosamine N-acetyltransferase PglD (Campylobacter jejuni) | 0.098% of 360,000 active | purified PglD enzyme, DTNB colorimetric CoA detection; in the data active = inhibition above about 16%, passing the limit was not always enough; also: strong numbers were not always called active
RAD54 branch – inhibitors of human RAD54 branch migration, primary screen, biochemical, fluorescence, single point; DNA repair and recombination protein RAD54-like (Homo sapiens), Q92698; RAD54 Holliday junction branch migration, FAM/BHQ fluorescence; 0.14% of 360,000 active; inhibition, % at 10.4 µM; AID 602329, 2012;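 active = mean normalized replicate activity at least 40 and at least half of replicates scoring 40 or more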;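 also: 0% = median of neutral control wells and 100% = median of positive control wells; inhibitors cause a drop in the FAM fluorescence signal; in these data hits start at about 50%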
Target sequence (Q92698 whole entry, looked up): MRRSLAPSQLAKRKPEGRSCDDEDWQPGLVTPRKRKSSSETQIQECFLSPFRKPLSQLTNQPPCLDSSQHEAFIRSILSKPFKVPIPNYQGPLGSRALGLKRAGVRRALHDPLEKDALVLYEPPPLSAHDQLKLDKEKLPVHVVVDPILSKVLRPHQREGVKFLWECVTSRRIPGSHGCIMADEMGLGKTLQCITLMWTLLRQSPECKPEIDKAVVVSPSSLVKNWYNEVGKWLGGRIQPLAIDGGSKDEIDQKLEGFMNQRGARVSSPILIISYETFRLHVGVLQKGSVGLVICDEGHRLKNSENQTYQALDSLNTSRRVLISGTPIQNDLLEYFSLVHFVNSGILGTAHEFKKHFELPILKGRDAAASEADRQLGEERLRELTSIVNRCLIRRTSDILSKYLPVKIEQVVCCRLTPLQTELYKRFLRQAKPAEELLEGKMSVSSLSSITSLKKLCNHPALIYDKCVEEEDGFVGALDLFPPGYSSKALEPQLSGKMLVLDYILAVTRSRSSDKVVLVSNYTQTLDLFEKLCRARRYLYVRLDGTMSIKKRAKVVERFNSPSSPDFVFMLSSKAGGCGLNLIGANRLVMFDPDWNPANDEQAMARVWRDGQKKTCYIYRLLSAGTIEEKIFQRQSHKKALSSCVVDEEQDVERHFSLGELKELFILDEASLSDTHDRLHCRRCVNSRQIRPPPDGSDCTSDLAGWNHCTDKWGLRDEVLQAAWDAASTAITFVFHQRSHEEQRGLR
CASP6 VEID inh – human caspase-6 inhibitors, primary screen, biochemical, VEID-R110 fluorescence, single point, set 2. 0.53% of 350,000 active. P55212. AID 686996, 2013. purified caspase-6, Z-VEID-R110 cleavage fluorescence. inhibition, % at 12.5 µM;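 active = mean inhibition across replicates at least about 35%, with every replicate also reaching that limit, limit read from the data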;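 also: 0% = median of neutral control wells and 100% = no fluorescence left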
Target sequence (P55212 24-179 limits assumed): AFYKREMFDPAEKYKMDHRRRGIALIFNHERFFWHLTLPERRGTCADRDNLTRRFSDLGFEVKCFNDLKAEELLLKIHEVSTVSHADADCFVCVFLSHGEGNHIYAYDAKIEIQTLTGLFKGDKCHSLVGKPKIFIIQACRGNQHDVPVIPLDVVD
Target sequence (P55212 194-293 limits assumed): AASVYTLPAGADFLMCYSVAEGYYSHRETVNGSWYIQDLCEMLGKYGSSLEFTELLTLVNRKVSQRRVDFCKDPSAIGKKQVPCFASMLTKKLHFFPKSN
Starred values were filed as active, the others as inactive; . = not tested or not shown.

Second line of a record: RAD52 anneal inh | CASP6 VEID inh | RAD54 branch | ARNT-TACC3 inh | PglD inh | esBAF inh | ERp5 inh | E-sel inducer
1. CC1=C(C)CC(C(=O)Nc2cccc([N+](=O)[O-])c2)C(C(=O)O)C1 (centres undefined)
    . | . | 9 | -3 | -6 | 4 | . | .
2. O=C(O)/C(=C\c1cccs1)c1ccc(F)cc1
    -13 | 3 | 9 | -4 | -3 | -11 | -3 | 0.3
3. Cc1ccc(S(=O)(=O)N2CCN(c3ncccn3)CC2)cc1C
    4 | -2 | 8 | 4 | 2 | -9 | 0 | 0.0
4. COc1ccc(S(=O)(=O)N(C)C[C@@H]2Oc3ccc(NS(=O)(=O)c4ccc(C)cc4)cc3CC(=O)N([C@@H](C)CO)C[C@H]2C)cc1
    . | . | 1 | 0 | -3 | -2 | . | -0.4
5. CC(=O)C1C(c2ccccc2)c2c(n[nH]c2C)CC1(C)O (centres undefined)
    . | . | 0 | 0 | -7 | -11 | . | .
6. O=C1/C(=C/c2ccncc2)SC(=S)N1C1CCS(=O)(=O)C1 (centres undefined)
    . | . | -9 | 6 | -2 | 3 | . | 0.6
7. COc1cccc(Oc2ccc3nnc(C(F)(F)F)n3n2)c1
    -9 | 5 | . | . | . | . | -3 | 8.2
8. COc1cc(C(=O)N(C)C2CCCCC2)ccc1OC1CCN(C(C)=O)CC1
    5 | -1 | 1 | 1 | -3 | -2 | 5 | 2.3
9. CN(C)CC(=O)N1CC2(C1)[C@H](c1ccccc1)[C@H](CO)N2C(=O)C1CCCCC1
    -13 | -1 | . | . | . | . | 2 | -0.1
10. O=C(Nc1ccc(S(=O)(=O)NC2=NCCCCC2)cc1)c1ccccc1Cl
    -3 | -1 | . | -5 | 8 | 7 | -2 | .
11. CCOC(=O)C1C(c2ccccc2)C(C(=O)OCC)S(=O)(=O)C(CCN(CC)CC)S1(=O)=O (centres undefined)
    -8 | 1 | 6 | 8 | 3 | 1 | 6 | .
12. CN(C)C(CNC(=O)CCc1nc2sc3c(c2c(=O)[nH]1)CCCC3)c1ccccc1 (centres undefined)
    -22 | -1 | -4 | 6 | -1 | . | 16 | 1.8
13. O=C(c1cccc(C(F)(F)F)c1)N1CCN(CCc2ccccc2)CC1
    -20 | 0 | 0 | 1 | 1 | . | 2 | -0.2
14. COc1ccc(C)cc1-n1c(N)c(C#N)c(C#N)c1-c1ccc(OC)c(OC)c1OC
    . | . | 0 | 0 | 2 | -6 | . | .
15. O=C1[C@@H]2CSCN2C(=O)CN1Cc1ccccc1F
    3 | -4 | . | 0 | . | -7 | -1 | 1.8
16. Cc1ccc(OCC(=O)Nc2cc(S(=O)(=O)N3CCOCC3)ccc2N2CCCC2)cc1
    -4 | -1 | 1 | 3 | -1 | -3 | -3 | .
17. CCCN1C[C@@H](C)[C@@H](OC)CN(C)C(=O)c2cc(NC(=O)C3CC3)ccc2OC[C@H]1C
    1 | -3 | 5 | -8 | 0 | -2 | 5 | -0.1
18. O=C(O)CC(c1ccc(C(F)(F)F)cc1)N1Cc2ccccc2C1=O (centres undefined)
    -12 | . | . | -6 | . | . | 0 | -0.1
19. Cc1ccc(O)c(NC(=O)c2cc(-c3ccccc3)on2)c1
    -14 | 3 | 11 | -12 | 1 | 76* | 5 | .
20. CCc1ccc(NC(=O)Cc2ccc(NC3=NC4CS(=O)(=O)CC4S3)cc2)cc1 (centres undefined)
    -13 | -1 | -5 | 0 | 4 | -2 | 5 | -0.4

10 entries already listed, ordered by SMILES length, ascending.
Second line of a record: RAD52 anneal inh | CASP6 VEID inh | RAD54 branch | ARNT-TACC3 inh | PglD inh | esBAF inh | ERp5 inh | E-sel inducer
19. Cc1ccc(O)c(NC(=O)c2cc(-c3ccccc3)on2)c1
    -14 | 3 | 11 | -12 | 1 | 76* | 5 | .
5. CC(=O)C1C(c2ccccc2)c2c(n[nH]c2C)CC1(C)O (centres undefined)
    . | . | 0 | 0 | -7 | -11 | . | .
6. O=C1/C(=C/c2ccncc2)SC(=S)N1C1CCS(=O)(=O)C1 (centres undefined)
    . | . | -9 | 6 | -2 | 3 | . | 0.6
18. O=C(O)CC(c1ccc(C(F)(F)F)cc1)N1Cc2ccccc2C1=O (centres undefined)
    -12 | . | . | -6 | . | . | 0 | -0.1
8. COc1cc(C(=O)N(C)C2CCCCC2)ccc1OC1CCN(C(C)=O)CC1
    5 | -1 | 1 | 1 | -3 | -2 | 5 | 2.3
20. CCc1ccc(NC(=O)Cc2ccc(NC3=NC4CS(=O)(=O)CC4S3)cc2)cc1 (centres undefined)
    -13 | -1 | -5 | 0 | 4 | -2 | 5 | -0.4
12. CN(C)C(CNC(=O)CCc1nc2sc3c(c2c(=O)[nH]1)CCCC3)c1ccccc1 (centres undefined)
    -22 | -1 | -4 | 6 | -1 | . | 16 | 1.8
9. CN(C)CC(=O)N1CC2(C1)[C@H](c1ccccc1)[C@H](CO)N2C(=O)C1CCCCC1
    -13 | -1 | . | . | . | . | 2 | -0.1
17. CCCN1C[C@@H](C)[C@@H](OC)CN(C)C(=O)c2cc(NC(=O)C3CC3)ccc2OC[C@H]1C
    1 | -3 | 5 | -8 | 0 | -2 | 5 | -0.1
4. COc1ccc(S(=O)(=O)N(C)C[C@@H]2Oc3ccc(NS(=O)(=O)c4ccc(C)cc4)cc3CC(=O)N([C@@H](C)CO)C[C@H]2C)cc1
    . | . | 1 | 0 | -3 | -2 | . | -0.4

More records:
Second line of a record: RAD52 anneal inh | CASP6 VEID inh | RAD54 branch | ARNT-TACC3 inh | PglD inh | esBAF inh | ERp5 inh | E-sel inducer
21. C#CCOc1nc(OCC#C)nc(OCC#C)n1
    . | . | 2 | -2 | -4 | 9 | . | .
22. C[C@@H]1CN([C@@H](C)CO)C(=O)c2cc(NC(=O)CCC(F)(F)F)ccc2O[C@@H]1CN(C)CC1CC1
    4 | 1 | 1 | 13 | 1 | -3 | 1 | 1.6
23. Cc1ccc(NS(=O)(=O)c2ccc3c(c2)n(C)c(=O)n3C)cc1
    -8 | 1 | -6 | -8 | -5 | -3 | 1 | .
24. O=C(CSc1nnnn1C1CC1)N1CCN(c2ccc(O)cc2)CC1
    -14 | -3 | 2 | 3 | -5 | -2 | -8 | .
25. CCc1c(C)nc2c(-c3ccccc3)c(-c3ccccc3)[nH]n2c1=O
    7 | 5 | -8 | -1 | 4 | 0 | 1 | .
26. O=[N+]([O-])c1ccc(C=Nc2ccc(Cl)cc2Cl)s1
    0 | 7 | 0 | -4 | -2 | -38 | 4 | .
27. Cc1ccc(CSCC(=O)N(C)CC(=O)Nc2c(Cl)cccc2Cl)cc1
    -4 | -1 | -12 | 7 | 1 | 3 | 5 | .
28. O=C(NCCc1ccc(O)cc1)c1[nH]c(C(F)(F)F)nc1-c1ccccc1
    -4 | 0 | 7 | . | -4 | 0 | 6 | 2.7
29. COCCC(=O)N1CCC(Oc2ccc(C(=O)NCc3nccn3C)cc2)CC1
    -9 | -2 | -5 | . | -3 | -2 | -4 | .
30. NC(=O)c1ccc(Oc2ccc(-c3nnco3)cc2)c([N+](=O)[O-])c1
    -4 | 0 | 1 | 22 | -4 | -6 | -1 | 0.0
31. CC(OC(=O)C1CCN(S(=O)(=O)c2ccc(F)cc2)CC1)C(=O)NC1CCCCC1C (centres undefined)
    -7 | 1 | . | -3 | . | -6 | 3 | .
32. O=C(CC1CC1)N1CC(=O)N2[C@@H](CO)[C@H](c3ccc(-c4ccccc4)cc3)[C@@H]2C1
    0 | -2 | . | . | . | . | 7 | 0.1
33. O=[N+]([O-])c1ccc(N2CCN(Cc3ccc4c(c3)OCO4)CC2)nc1
    -24 | 1 | -4 | 7 | -7 | -5 | 5 | .
34. Cc1ccc(F)c(S(=O)(=O)NC(=O)C2(C)CCN2C(=O)c2ccco2)c1 (centres undefined)
    -18 | 1 | 0 | . | 4 | 1 | 3 | 0.3
35. CC(=O)N1[C@@H]2c3cccc(=O)n3C[C@@H]2[C@@H](CO)[C@@H]1C(=O)NCc1ccc(F)cc1
    7 | 5 | 6 | 2 | 1 | 3 | 2 | -1.7
36. COc1ccccc1NC(=O)C(=O)NNC(=O)COc1ccc2ccccc2c1
    -6 | -3 | 4 | -14 | -2 | 3 | 3 | .
37. COc1cc(C(=O)NN=Cc2ccc(N(C)C)cc2)cc(OC)c1OC
    -16 | -3 | 1 | . | -1 | -16 | -6 | 0.9
38. CC(C)(C)C(=O)OCc1ccc(C2=CC(=O)CC(C)(C)C2=O)cc1
    -12 | 3 | -14 | . | -10 | 32 | 5 | 0.0
39. CCc1cccc(C)c1N(C(=O)Cn1c(CO)nc2ccccc21)C(C)COC (centres undefined)
    . | . | -7 | -3 | -7 | 0 | . | .
40. COC(=O)c1ccc(S(=O)(=O)N2C3CCC2CC(NC(=O)C2CC2)C3)cc1 (centres undefined)
    3 | 0 | -1 | -1 | 7 | -1 | 2 | .
41. Cc1cccc(/C=C2\Sc3ccc(C(=O)N4CCC(C)CC4)cc3N(C)C2=O)c1
    -11 | . | 1 | 9 | 3 | -6 | -3 | .
42. O=C(Nc1cccnc1)c1ccc(F)c(S(=O)(=O)N2CCOCC2)c1
    15 | 1 | 3 | 6 | -8 | -6 | 0 | .
43. COC(=O)c1scc(C)c1NC(=O)Nc1ccccc1
    . | . | -4 | -3 | 0 | -4 | . | .
44. FC(F)(F)c1ccccc1Cc1c(-c2ccccc2)nc2ccc(Br)cn12
    -50 | 12 | 3 | . | -2 | 39 | 1 | 15
45. CC1Nc2ncnc(N3CCOCC3)c2N(Cc2ccc(Cl)cc2)C1=O (centres undefined)
    -51 | 4 | 2 | -7 | 1 | 2 | 14 | -0.1
46. O=C(NCc1ccco1)c1cc(-c2ccc3c(c2)OCO3)on1
    . | . | -8 | 5 | -2 | 16 | . | .
47. CC(=O)N1CCN(S(=O)(=O)c2cccc(C(=O)NNC(=O)COc3ccc(Cl)cc3C)c2)CC1
    . | . | 2 | 2 | 0 | 2 | . | .
48. COC(=O)c1c(NC(=O)CCS(=O)(=O)c2ccccc2)sc2c1CCN(C)C2
    -9 | -4 | 1 | 0 | -4 | -5 | 1 | 1.7
49. C[C@@H]1CN([C@H](C)CO)C(=O)c2cc(NS(=O)(=O)c3cn(C)cn3)ccc2O[C@@H](C)CCCCO[C@@H]1CN(C)Cc1ccc2c(c1)OCO2
    . | . | -2 | -3 | 3 | 0 | . | -0.3
50. C[C@@H]1CN([C@@H](C)CO)C(=O)c2cccc(NC(=O)c3ccc(-c4nccs4)cc3)c2O[C@@H]1CN(C)CC1CC1
    2 | . | 7 | -10 | -7 | 3 | -1 | 0.0
51. COc1ccc(OC)c(NC(=O)N2CCCC(C(=O)c3ccccc3OC)C2)c1 (centres undefined)
    -1 | 2 | 4 | 7 | -1 | -4 | -1 | 4.3
52. O=S1(=O)N=C2CCCCCN2C(c2ccccc2)N1 (centres undefined)
    -13 | 1 | . | -4 | . | . | 2 | 2.0
53. COc1ccccc1-c1cccc(-c2nc(C(=O)NCc3ccncc3)cc3c2[C@H](CCO)N([S@@](=O)C(C)(C)C)C3)c1
    -15 | -3 | 5 | -12 | 1 | -2 | 3 | 0.9
54. NS(=O)(=O)c1ccc(NC=C2C(=O)OC3(CCCCC3)OC2=O)cc1
    . | . | 1 | -2 | 3 | -7 | . | .
55. COc1cccc(-c2cc(C(=O)Nc3ccc(N(C)C(C)=O)cc3)c3cc(Br)ccc3n2)c1
    -8 | -4 | -10 | -2 | 5 | 5 | -2 | .
